DT40 TDP1 no CPT: qHTS for Inhibitors of human tyrosyl-DNA phosphodiesterase 1 (TDP1): qHTS in cells in absence of CPT; DT40 Tdp1-/- hTDP1 cells, no CPT, ATP luminescence, 48 h; Potency, µM (series often up to 46.2 µM), for inactives: at the top dose activity change, negative = growth inhibition, usual class: inhibitors; hit rate 15% among 420,000; also: nearly all actives have a fitted effect of over 55% in size
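Camptothecin absent (DMSO only). Human TDP1-complemented DT40 knockout cells, 400 cells/well, 37 °C for minimum 48 hr; ATP measured via CellTiter-Glo, 30 min dark incubation, luminescence.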
TDP1 cell CPT: growth inhibition of DT40 Tdp1-/-;hTDP1 cells with camptothecin (screen for TDP1 inhibitors); chicken DT40 Tdp1-/-;hTDP1 cells + 20 nM CPT, ATP luminescence, 48 h; hit rate 12% among 420,000; Potency, µM (top dose mostly 46.2 µM), inactives show at the highest dose activity change, negative = growth inhibition, hits mostly inhibitors; also: nearly all actives have a fitted effect of over 55% in size
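Chicken DT40 Tdp1-/- cells stably complemented with human TDP1 were seeded at 400 cells/well in medium containing 20 nM camptothecin, exposed to pin-transferred compounds, and grown at 37 °C for at least 48 hr. Viability was read as ATP luminescence.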
KAT2A inh: GCN5L2 (KAT2A) acetyltransferase inhibition. Q92830. GCN5L2 HAT assay, ThioGlo1 CoA-SH fluorescence. AID 504327. Potency, µM (highest dose often 58.9 µM), without a hit: at the top dose activity change, negative = inhibition, most hits filed as inhibitors. hit rate 0.21% among 390,000
Target sequence (Q92830 whole entry, looked up): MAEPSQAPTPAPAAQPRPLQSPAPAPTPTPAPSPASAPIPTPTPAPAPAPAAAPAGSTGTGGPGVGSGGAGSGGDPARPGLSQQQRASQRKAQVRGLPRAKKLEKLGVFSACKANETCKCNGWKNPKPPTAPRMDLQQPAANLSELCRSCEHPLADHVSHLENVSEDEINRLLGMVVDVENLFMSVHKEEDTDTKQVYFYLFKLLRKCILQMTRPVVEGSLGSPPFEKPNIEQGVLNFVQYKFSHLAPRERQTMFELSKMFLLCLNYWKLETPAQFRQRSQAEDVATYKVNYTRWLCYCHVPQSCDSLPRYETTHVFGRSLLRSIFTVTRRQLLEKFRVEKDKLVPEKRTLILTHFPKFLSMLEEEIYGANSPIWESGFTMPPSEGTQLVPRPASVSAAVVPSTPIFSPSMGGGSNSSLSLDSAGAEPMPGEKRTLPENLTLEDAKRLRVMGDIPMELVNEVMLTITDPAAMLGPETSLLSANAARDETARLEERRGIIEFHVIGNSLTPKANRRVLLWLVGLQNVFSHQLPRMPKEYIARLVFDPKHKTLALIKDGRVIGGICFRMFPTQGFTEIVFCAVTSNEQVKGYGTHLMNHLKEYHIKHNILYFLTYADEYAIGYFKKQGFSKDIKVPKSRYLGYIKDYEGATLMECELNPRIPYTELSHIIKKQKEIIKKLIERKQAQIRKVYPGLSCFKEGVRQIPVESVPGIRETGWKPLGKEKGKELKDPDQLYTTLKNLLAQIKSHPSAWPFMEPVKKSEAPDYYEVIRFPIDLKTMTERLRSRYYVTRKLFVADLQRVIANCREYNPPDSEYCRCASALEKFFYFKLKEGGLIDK
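Free CoA generated was detected with ThioGlo1 (50uM) fluorescence at Ex340nm/Em540nm, read immediately and after 20 min at room temperature. Enzyme, 20 nM in HEPES pH 7.5 buffer, saw compounds 15 min before adding 75uM H3(1-25) peptide and 70uM acetyl-CoA.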
* marks the source's active call; other numbers are inactive results; ? = inconclusive; . = no result given; & = joins results of further samples. Calls follow the shape of the dose curve; as a rule, active = well fitted curve in the direction sought with a large enough effect; inconclusive = small, poorly fitted or top-dose-only effect, or another doubt; inactive = no such curve, though single readings can be large; an effect the other way counts as inactive or inconclusive. % is scaled to controls: 0 for no effect and ±100 for the full control effect; potency is read from the fitted curve at half-maximal effect. Some of the compounds tested. The share of hits here may be higher or lower than overall.

SMILES	DT40 TDP1 no CPT	TDP1 cell CPT	KAT2A inh
O=c1oc2ccccc2c(N2CCC(c3ccccc3)CC2)c1[N+](=O)[O-]	?	-22%	-6%
COc1ccc(CCNC(=O)CCCc2ccccc2)cc1OC	-2%	23%	-3%
CN(C)CC1CCC/C(=C\c2ccc(OC(=O)/C=C/c3ccccc3)cc2)C1=O (stereo unspecified)	1.8µM*	1.3µM*	.
Cc1cc(Cl)ccc1OCC(=O)N/N=C1\CC2C=CCC12 (stereo unspecified)	-1%	-4%	1%
COc1cc(/C=N/NC(=O)c2nonc2N)cc(OC)c1OC	-11%	11%	2%
CCC(CC)C(=O)Nc1nnc(SCC(=O)NC(C)(C)C)s1	-13%	-2%	-14%
Cc1cc(=O)oc(C)c1C(=O)OCC(=O)c1ccc(Br)cc1	-24%	-8%	-3%
C=CCc1cccc(/C=N/NC(=O)CCC(=O)Nc2ccc(F)cc2)c1O	8.2µM*	9.2µM*	3%
Cc1cc([N+](=O)[O-])nn1CC(=O)Nc1cc(F)ccc1F	-1%	-4%	-1%
COCCN1C(=O)COc2ccccc2C1C(=O)NCc1ccccc1 (stereo unspecified)	-14%	10%	.
CN(C)S(=O)(=O)c1cccc(-c2csc(N/N=C/c3ccco3)n2)c1	?	?	-9%
O=C(COC(=O)[C@H](Cc1ccccc1)NC(=O)c1ccco1)NC(c1ccccc1)c1ccccc1	-1%	?	-3%

Nothing new here: 4 of the compounds above.
SMILES	DT40 TDP1 no CPT	TDP1 cell CPT	KAT2A inh
CCC(CC)C(=O)Nc1nnc(SCC(=O)NC(C)(C)C)s1	-13%	-2%	-14%
Cc1cc(=O)oc(C)c1C(=O)OCC(=O)c1ccc(Br)cc1	-24%	-8%	-3%
C=CCc1cccc(/C=N/NC(=O)CCC(=O)Nc2ccc(F)cc2)c1O	8.2µM*	9.2µM*	3%
Cc1cc([N+](=O)[O-])nn1CC(=O)Nc1cc(F)ccc1F	-1%	-4%	-1%

Returning to the listing, starting 2 compounds before the break.
SMILES	DT40 TDP1 no CPT	TDP1 cell CPT	KAT2A inh
CN(C)S(=O)(=O)c1cccc(-c2csc(N/N=C/c3ccco3)n2)c1	?	?	-9%
O=C(COC(=O)[C@H](Cc1ccccc1)NC(=O)c1ccco1)NC(c1ccccc1)c1ccccc1	-1%	?	-3%
O=S(=O)(c1ccccc1)N1CCN(c2ccccc2)CC1	-2%&-11%	-16%&-6%	-7%
COc1ccc(/C=C2\N=C(C(C)(C)C)OC2=O)c(OC)c1	8.2µM*	7.3µM*	-8%
c1ccc(SCCOCCN2CCOCC2)cc1	4%	2%	1%
COC(=O)C1Cc2c([nH]c3ccccc23)C2(CCN(Cc3ccccc3)CC2)N1 (stereo unspecified)	21µM*	?	-9%
Cc1ccc2nc(C3CCCN3Cc3nc(CCC(C)C)no3)[nH]c2c1 (stereo unspecified)	?	?	-2%
C[C@H]1CCC(=O)N(CCSc2ccc(Br)cc2)CC1	18µM*	16µM*	-21%
O=C(CN1CCc2ccccc21)NN1CC(=O)N(c2ccccc2)CC1=O	-16%	-1%	-6%
CCCCN1CCc2c([nH]c3ccc(C)cc23)C1=O	-21%	-7%	-8%
CN(CC(=O)Nc1ccc(F)cc1)C(=O)COC(=O)c1nc(Cl)ccc1Cl	-4%	-2%	.
COCCN(CC(=O)Nc1cccc(C)c1C)C(=O)/C=C/c1ccc2c(c1)OCCO2	0%	-18%	.
C/C=C/C=C(/NC(=O)c1ccccc1)C(=O)Nc1ccccc1	23%	6%	2%
CCCc1cc(=O)[nH]c(/N=C(/NC(=O)C(C)N2C(=O)c3ccccc3C2=O)Nc2ccccc2)n1 (stereo unspecified)	-23%	-7%	1%
COc1ccc(NC(=O)C(=O)N2N=C3CCCCC3C2(O)C(F)(F)F)cc1 (stereo unspecified)	-3%	0%	?
COC(=O)C1CC(c2ccccc2)N(c2ccccc2)O1 (stereo unspecified)	7%	4%	.
Cc1cc(O)c2c(c1)CC1C3CCC4CC(=O)CCC4(C)C3CC(=O)C21C (stereo unspecified)	12µM*	18µM*	.
C#CCOCCOCCOCCNc1nc(N2CCN(C(=O)C([C@@H](C)CC)n3cc(C(N)Cc4ccc(O)cc4)nn3)CC2)nc(N2CCN(C(=O)[C@H](CCC(=O)O)n3cc(C(N)[C@H](C)CC)nn3)CC2)n1 (stereo partly specified)	7%	14%	2%
CCN1C(Br)=CCc2ccccc21	-11%	6%	.
CN(c1ccc(OCC(=O)OCC(=O)Nc2cccc([N+](=O)[O-])c2)cc1)S(=O)(=O)c1ccc(F)cc1	7%	7%	-7%
Cc1cc(C(=O)COC(=O)c2cccn2C)c(C)n1Cc1ccco1	?	-28%	-18%
COc1ccc(OC)c(NC(=O)Cn2c(C)nc3ccccc3c2=O)c1	-26%	7%	-1%
O=C(NC(=O)c1c(F)cccc1F)O/N=C1\CCCc2occc21	?	-15%	-8%
CC1CCN(c2nn3c(=O)c(C(=O)NCc4ccc(Cl)cc4)cnc3s2)CC1	4%	-6%	1%
CCOC(=O)NC(=S)Nc1cccc(C)n1	-5%	-6%	.
Fc1cccc(NC(=S)NCCc2ccccc2)c1	21µM*	?	-3%
O=C(Nc1cccc(Cl)c1)Nc1cc(S(=O)(=O)N2CCCCC2)ccc1Cl	?	?	-1%
CCCCCCC1C(C#N)=C(N)OC2=C1C(=O)CCC2 (stereo unspecified)	-1%	5%	-4%
CC#CCN(CC#CC)S(=O)(=O)c1ccc(-n2cnnn2)c(OC)c1	?	-26%	-4%
Cc1ccc(C)c(NC(=O)N2CCN3CCCCC3C2)c1 (stereo unspecified)	-1%	-3%	0%
CSC(=NS(=O)(=O)c1ccccc1)NNC(=O)c1c(-c2c(Cl)cccc2Cl)noc1C	5%	3%	.
CCCc1ncc(C[n+]2ccccc2C)c(N)n1	-9%	22%	-7%
CCc1ccc(Nc2ncnc3nc[nH]c23)cc1	-27%	-9%	2%
Cc1c(NC(=O)Nc2cccs2)cccc1[N+](=O)[O-]	?	?	-7%
Cc1ccc(S(=O)(=O)N2CCOCC2)cc1NC(=O)CNCc1ccccc1Cl	?	?	-29%
NCCCC[C@@H]1NC(=O)[C@H](CCC(=O)O)NC(=O)c2cc([N+](=O)[O-])cc(I)c2NCC[C@@H](C(N)=O)NC1=O	-2%	-6%	-5%
Cc1ccccc1N(C(=O)c1ccccn1)C(C(=O)NCc1ccccc1)c1cccnc1 (stereo unspecified)	-1%	-7%	-6%
Cc1ccc2cccc(S(=O)(=O)n3nc(C)cc3C)c2n1	-14%	1%	-4%

Quoted from the listing.
Reading for NCCCC[C@@H]1NC(=O)[C@H](CCC(=O)O)NC(=O)c2cc([N+](=O)[O-])cc(I)c2NCC[C@@H](C(N)=O)NC1=O in KAT2A inh: -5%
Reading for CCCc1ncc(C[n+]2ccccc2C)c(N)n1 in TDP1 cell CPT: 22%

The list continues.
SMILES	DT40 TDP1 no CPT	TDP1 cell CPT	KAT2A inh
O=C(NCCN1CCOCC1)c1ccc(CS(=O)(=O)c2ccc(Br)cc2)o1	-6%	1%	.
CC1(C)Cc2cccc(OCC(=O)OCC(=O)NCc3ccccc3)c2O1	-15%	-9%	-10%
COc1cc(NC(=O)COC(=O)/C=C/c2ccccc2Cl)cc(OC)c1	-24%	2%	-9%
O=C(NCc1ccc(F)cc1)C(c1ccc(Cl)cc1)N(C(=O)c1csnn1)C1CC1 (stereo unspecified)	?	?	-2%
CCOC(=O)CCCCCC(=O)Nc1ccc2c(c1)C(=O)N([C@H](C)CO)C[C@@H](C)[C@@H](CN(C)C(=O)CCC(F)(F)F)OCCCC[C@H](C)O2	-2%	?	.
CCN(CC(=O)Nc1ccc2c(c1)OCCO2)Cc1cc(=O)oc2cc(C)c(C)cc12	?	-11%	-2%
COC(=O)C1CCC(=O)N1C(c1ccc(OC)cc1)c1cc(OC)c(OC)c(OC)c1 (stereo unspecified)	1.3µM*	1.5µM*	.
CC(C)NC(=O)CC(=O)NN=C1CCCCC1	-1%	27%	-1%
COc1ccc(OC2C(=O)N(c3cc(C)ccc3C)C2c2ccc(OC)c(OC)c2)cc1 (stereo unspecified)	?	?	-10%
COc1ccc(C(=O)Nc2ccc(S(=O)(=O)N3CCCCC3C)cc2)c(OC)c1OC (stereo unspecified)	16µM*	18µM*	-9%
CC1=C(C#N)C(c2cccnc2)C2=C(N1)c1ccccc1C2=O (stereo unspecified)	2%	-9%	-16%
O=c1[nH]cnc2c1ncn2-c1ccc(N(CCO)CCO)cc1	-14%	1%	.
COc1cc(/C=N/n2c(C3CCCCC3)n[nH]c2=S)cc(Br)c1O	?	-14%	-8%
N#Cc1c(Cl)cccc1N1CCSCC1	-16%	6%	.
O=C(Nc1ccc(F)cc1F)c1ccc(COc2c(F)c(F)cc(F)c2F)o1	-26%	-50%	-9%
COC(=O)c1c(C)nc2c(c(SC)nn2-c2ccccc2)c1N	?	-28%	-11%
Cn1c(SCC(=O)N2CCCc3ccccc32)nnc1-c1ccccc1	-15%	1%	-1%
CC1CC(C)CN(C(=O)CCC(=O)Nc2nnc(C(C)C)s2)C1 (stereo unspecified)	-22%	10%	-9%
CC(C)(C)c1ccc(C(=O)O)c(C(=O)c2ccccc2)c1	-9%	2%	-2%
COc1ccc(C(=O)NC2(C(F)(F)F)N=C3SCCN3C2=O)cc1 (stereo unspecified)	-17%	-9%	1%
Cc1ccc(S(=O)(=O)N(C)c2ccc(OC(=O)CN3C(=O)NC4(CCCC4)C3=O)cc2)cc1C	-12%	-16%	-5%
CC1CCN(C(=O)CSc2nc3[nH]ncc3c(=O)[nH]2)CC1	-10%	-1%	2%
CCc1sc(-c2cc3ccc(O)cc3oc2=O)nc1-c1ccc(C)cc1	-25%	?	.
CCn1c(C(=O)NC2CCC(C)CC2)cc2sccc21 (stereo unspecified)	?	-20%	-1%
O=C(Nc1cc2c(ccc3ccccc32)oc1=O)C1CCCCC1	-9%	-12%	-10%
Cc1ccc(COc2coc(CO)cc2=O)cc1	-3%	6%	-3%
CCOC(=O)Nc1ccc2c(c1)N(C(=O)CCCl)c1ccccc1[S@]2=O	3.7µM*	4.6µM*	-14%
Cc1ccc2c(c1)NC(=O)C(CC(=O)Nc1ccc(CN3CCC(C)CC3)cc1)O2 (stereo unspecified)	?	?	-2%
CCC(=O)OCC(=O)C1(OC(=O)CC)C(C)CC2C3C(Cl)CC4=CC(=O)C=C[C@@]4(C)C3C(O)C[C@@]21C (stereo partly specified)	-1%	-11%	?
COCCN(C(=O)C(F)(F)F)C(C(=O)NC1CCCCC1)c1ccco1 (stereo unspecified)	?	-25%	-2%
CC(O)CN1CCN(C(=O)CN2C(=O)NC(c3ccccc3)(c3ccccc3)C2=O)CC1 (stereo unspecified)	-9%	-4%	-4%
COc1cc(Cl)ccc1OCc1cc(C(=O)NCCCN2CCCC2=O)no1	10%	?	-18%
C[n+]1ccn(CC(=O)c2ccc(Cl)cc2)c1	-1%	-9%	-3%
CC1CCN(C(=O)Cn2nnc(-c3ccc(C(C)C)cc3)n2)CC1	?	16µM*	-4%
CCOc1ccc(N(CC(=O)NCCSc2ccccn2)S(=O)(=O)c2ccc(Cl)cc2)cc1	?	?	-7%
CC(C)C(=O)NC(=S)Nc1ccc(S(=O)(=O)NC(C)(C)C)cc1	?	?	0%
CCCC12CN3CC(C)(CN(C1)C3c1ccccc1Cl)C2=O (stereo unspecified)	-3%	-4%	12%
O=C1C(Nc2ccccc2)=CC(c2ccc(Br)cc2)N1c1ccccc1 (stereo unspecified)	-23%	?	-4%
CNCC[C@@H](Oc1ccccc1C)c1ccccc1	24µM*	?	-6%
O=C(NCc1cccnc1)c1ccc(NS(=O)(=O)c2ccc(F)cc2)cc1	10%	-18%	-1%
O=C(Nc1cccc(F)c1)c1cc(S(=O)(=O)NCCC2=CCCCC2)ccc1F	?	?	1%
N#Cc1ccc(NC(=O)N2CCC(c3nc4c(nnn4Cc4cccc(Cl)c4)c(=O)[nH]3)CC2)cc1	?	?	-8%
COc1ccc(C)cc1NC(=O)CN(C)S(=O)(=O)c1cccs1	-29%	-3%	0%
COc1cccc(N(C(=O)C2CSC(=O)C2)C(C(=O)NC(C)(C)C)c2ccncc2)c1 (stereo unspecified)	?	8%	-15%

Single records, as listed above.
Record of Fc1cccc(NC(=S)NCCc2ccccc2)c1 = DT40 TDP1 no CPT: 21µM*; TDP1 cell CPT: ?; KAT2A inh: -3%
Record of CCN1C(Br)=CCc2ccccc21 = DT40 TDP1 no CPT: -11%; TDP1 cell CPT: 6%; KAT2A inh: .
Record of CCCc1cc(=O)[nH]c(/N=C(/NC(=O)C(C)N2C(=O)c3ccccc3C2=O)Nc2ccccc2)n1 (stereo unspecified) = DT40 TDP1 no CPT: -23%; TDP1 cell CPT: -7%; KAT2A inh: 1%

Assay outcomes deposited in PubChem by National Center for Advancing Translational Sciences (NCATS).
